Assay outcomes (PubChem BioAssay)
MLL CXXC-DNA inh – MLL CXXC-DNA interaction inhibition; Q03164; AID 2662; Potency, µM (titrated, usually from 115 µM), for the others: at the highest dose activity change, negative = inhibition, most hits filed as inhibitors; MLL-CXXC / FITC-HOXA9 DNA fluorescence polarization; 0.037% of 290,000 active; active means well fitted inhibition curve with a large enough effect in the polarisation, with a control signal flat, not every such curve was filed as active; inconclusive means small, poorly fitted or top-dose-only effect, or effect the other way, or a change in a side signal; inactive means no such curve, though single readings can be large or run the other way; the % refers to the polarisation; further: potency means the concentration at half of the fitted maximal effect
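Fluorescence polarization: 7 uM MLL-CXXC (stock) preincubated 5 min with compounds, then 50 nM fluorescein-HOX-A9 DNA (stock) added; 30 min ambient. Buffer 50 mM Tris-HCl pH 7.5, 50 mM NaCl, 1 mM DTT, 0.05% BSA.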
TSG101-PTAP inh – blocks PTAP/TSG101 interaction to inhibit HIV-1 budding | Q99816 | Fluorescence polarization, FITC-PTAP peptide / Tsg101 binding | Potency, µM (doses to about 115 µM), for inactives: top-dose activity change, negative = inhibition, usual class: inhibitors | 340,000 tested, under 10 active; active means well fitted inhibition curve with a large enough effect in the main read-out, with a control signal flat, not every such curve was filed as active; inconclusive means small, poorly fitted or top-dose-only effect, or effect the other way, or a change in a side signal; inactive means no such curve, though single readings can be large or run the other way; further: potency means the concentration at half of the fitted maximal effect; % of control where 0% means no effect
Target sequence (Q99816 whole entry, looked up): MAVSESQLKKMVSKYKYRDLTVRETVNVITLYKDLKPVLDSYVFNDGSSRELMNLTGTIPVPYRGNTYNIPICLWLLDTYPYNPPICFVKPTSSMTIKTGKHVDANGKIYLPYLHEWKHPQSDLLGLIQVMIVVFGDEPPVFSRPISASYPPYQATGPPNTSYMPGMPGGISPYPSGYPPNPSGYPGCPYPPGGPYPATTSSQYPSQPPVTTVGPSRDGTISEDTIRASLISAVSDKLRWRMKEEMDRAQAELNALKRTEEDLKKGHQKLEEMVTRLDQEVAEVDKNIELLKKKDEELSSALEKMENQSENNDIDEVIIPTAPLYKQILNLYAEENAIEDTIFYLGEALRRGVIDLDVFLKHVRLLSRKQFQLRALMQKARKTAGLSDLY
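Fluorescence anisotropy tracks displacement of a FITC-tagged PTAP peptide (50 nM) from the Tsg101 binding domain (10 uM), following a 20 min room-temperature incubation at pH 7.5.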
Integrin act MD – activates integrin-mediated alleviation for muscular dystrophy; Potency, µM (titrated, usually from 38.3 µM), inactives show at the top dose activation, most hits filed as activators; 0.064% of 350,000 active; alpha7betagal myoblasts, beta-gal FDG fluorescence, 48 h;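 further: potency means the concentration at half of the fitted maximal effect; 100% = response of the positive control SU9516; nearly all actives have a fitted effect of over 60% in size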
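Alpha7betagal+/- myoblasts (passage 13) were plated 16-24 hr, then exposed to compounds (1:260 dilution of DMSO stock) for 48 hours at 37C. After MPER lysis, β-galactosidase reporter activity was read as FDG fluorescence (ex 480/em 540) after 30 minutes.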
TSHR antag – human thyrotropin receptor antagonism; P16473; TSHR-expressing cells, TSH-stimulated cAMP HTRF, 2 h; hits give low values; activity change, negative = inhibition, % at 11.5 µM; 0.2% of 330,000 active; AID 504810;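 active means activity change below a set negative limit, meaning inhibition stronger than a set level, cut at about -70% in these data; inconclusive means activity change between two set negative limits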; further: on the % scale 0 is the no-effect control and ±100 the full control effect
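TSHR-expressing cells, 200/well, pre-treated with compound, then stimulated with EC80 TSH (4nM final) for 2 hours at 37 deg C. cAMP measured by competitive HTRF: anti-cAMP cryptate antibody in lysis buffer plus cAMP-d2, read after 30 minutes at room temperature.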
MBNL1-CUG inh – inhibitors of human MBNL1 binding to CUG repeat RNA | Q9NR56 | TR-FRET MBNL1-His/biotin-(CUG)12 binding, 665/545 ratio | Potency, µM (doses to about 57.5 µM), without a hit: at the top dose activity change, negative = inhibition, usual class: inhibitors | 0.036% of 280,000 active | AID 2675; active means well fitted inhibition curve with a large enough effect in the signal ratio, with a control signal flat, not every such curve was filed as active; inconclusive means small, poorly fitted or top-dose-only effect, or effect the other way, or a change in a side signal; inactive means no such curve, though single readings can be large or run the other way; the % refers to the signal ratio; further: potency means the concentration at half of the fitted maximal effect; on the % scale 0 is the no-effect control and ±100 the full control effect
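Inhibition of protein-RNA binding appears as loss of TR-FRET between terbium anti-His antibody on MBNL1-His and streptavidin-XL665 on biotin-(CUG)12. Activity is normalized to buffer-only and uninhibited-complex controls.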
Menin-MLL TR inh – displaces Texas Red mutant MLL peptide from human menin; AID 1768; Potency, µM (titrated, usually from 61.6 µM), for inactives: at the top dose FP activity change, negative = inhibition, actives largely listed as inhibitors; Menin + Texas Red MLL mutant peptide, fluorescence polarization; O00255; 0.23% of 270,000 active; active means well fitted inhibition curve with a large enough effect in the polarisation, with a control signal flat, not every such curve was filed as active; inconclusive means small, poorly fitted or top-dose-only effect, or effect the other way, or a change in a side signal; inactive means no such curve, though single readings can be large or run the other way; the % refers to the polarisation; further: potency means the concentration at half of the fitted maximal effect; % of control where 0% means no effect; many of its hits are not listed in these tables
A-T KAP1 phos – potential ataxia-telangiectasia treatments restoring KAP-1 phosphorylation; […] A-T fibroblasts, KAP-1 phosphorylation AlphaLISA; neocarzinostatin DNA damage 30 min before lysis; Potency, µM (titrated, usually from 57.5 µM), inactives show top-dose activation, usual class: activators; 0.19% of 320,000 active; AID 485349; further: potency means the concentration at half of the fitted maximal effect; % of control where 0% means no effect; nearly all actives have a fitted effect of over 45% in size
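ATM-like activity read as KAP-1 phosphorylation via AlphaLISA donor/acceptor antibody pairs after lysis and 6 hr at 25C. Cells were ATM-null patient fibroblasts ([…], hTERT), dosed 60 min, then exposed to the DSB inducer NCS for 30 min.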
Mito fusion act – blocks mitochondrial division or promotes mitochondrial fusion; S. cerevisiae fusion-defective mutant growth rescue, CellTiterGlo 48 h; Potency, µM (titrated, usually from 46.1 µM), inactives show top-dose growth rescue (activation), hits mostly activators; 0.23% of 320,000 active;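 further: potency means the concentration at half of the fitted maximal effect; % of control where 0% means no effect; nearly all actives have a fitted effect of over 45% in size; temperature-sensitive fusion mutants such as fzo1-1 at 37 °C on non-fermentable ethanol glycerol medium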
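Temperature-sensitive fusion-defective S. cerevisiae (e.g. fzo1-1, mgm1-5) were grown with compound in YPEG medium (3% ethanol, 3% glycerol) for 48 hours at 37C. Growth rescue was measured as viability by CellTiterGlo luminescence after 10 minutes at ambient.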
ASM inhibitor – inhibitors of human secretory acid sphingomyelinase | placental ASM, HMU-PC fluorogenic substrate, 60 min | Potency, µM (titrated, usually from 57.5 µM), for inactives: at the top dose activity change, negative = inhibition, hits mostly inhibitors | 0.006% of 340,000 active | AID 504937; further: potency means the concentration at half of the fitted maximal effect
Target sequence (P17405 47-631 limits assumed): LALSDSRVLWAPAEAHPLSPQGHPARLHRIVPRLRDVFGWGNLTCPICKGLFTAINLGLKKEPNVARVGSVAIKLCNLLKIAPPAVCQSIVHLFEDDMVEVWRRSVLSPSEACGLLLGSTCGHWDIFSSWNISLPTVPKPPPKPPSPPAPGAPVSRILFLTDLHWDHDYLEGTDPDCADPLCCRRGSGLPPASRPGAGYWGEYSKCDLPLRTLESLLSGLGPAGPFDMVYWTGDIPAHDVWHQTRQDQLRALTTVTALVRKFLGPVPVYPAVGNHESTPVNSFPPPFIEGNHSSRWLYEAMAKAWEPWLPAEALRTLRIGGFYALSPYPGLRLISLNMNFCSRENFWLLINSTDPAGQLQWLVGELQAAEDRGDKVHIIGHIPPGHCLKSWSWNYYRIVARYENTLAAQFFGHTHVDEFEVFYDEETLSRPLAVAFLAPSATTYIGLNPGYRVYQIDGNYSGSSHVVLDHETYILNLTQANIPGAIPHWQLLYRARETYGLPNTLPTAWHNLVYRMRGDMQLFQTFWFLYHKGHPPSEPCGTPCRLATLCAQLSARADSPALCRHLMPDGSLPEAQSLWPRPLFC
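qHTS format. ASM enzyme prepared from human placenta hydrolyses the fluorogenic substrate HMU-PC0 (9 uM final) over 60 min at 37 °C after a 10 min compound preincubation.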
TCR activator – T cell receptor activation; primary human leukocytes, anti-CD3, IL-2 HTRF, 48 h; Potency, µM (doses to about 9.22 µM), inactives show at the top dose activation of IL-2 secretion, usual class: activators; 330,000 tested, under 10 active; further: % of control where 0% means no effect
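IL-2 produced over 48 hr by a-CD3 bead-stimulated primary human leukocytes exposed to compounds was detected with a homogeneous time-resolved FRET immunoassay, 665nm acceptor signal after 320nm excitation.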
* = called active by the depositor; u = inconclusive; x = no result given; & = joins results of further samples; [ ] = dose if it differs, or a comment. Unless noted, the call rests on the fitted dose curve; in most records, active means well fitted curve in the direction sought with a large enough effect; inconclusive means small, poorly fitted or top-dose-only effect, or another doubt; inactive means no such curve, though single readings can be large; an effect the other way counts as inactive or inconclusive. These rows are one share of the data (hit frequency here may not be typical).

Every second line gives: TSHR antag, Mito fusion act, Menin-MLL TR inh, A-T KAP1 phos, ASM inhibitor, MBNL1-CUG inh, Integrin act MD, TSG101-PTAP inh, MLL CXXC-DNA inh, TCR activator
> CCOC(=O)CSc1ccc2nnc(-c3ccccc3)n2n1
 : -6, 1%, 9%, 0%, 4%, 12%, -8%, -5%, -1%, -6%
> Cc1ccc(CN2CCC(CNC(=O)c3ccc(NC(=O)C4=CSCCO4)cc3)CC2)cc1
 : 11, -4%, x, 13%, 1%, 2%, -38%, -4%, 3%, -1%
> COc1ccc(NC(=O)CCN2C(=O)NC3(CCCC3)C2=O)cc1Cl
 : 19, 2%, x, 11%, -1%, x, 0%, -2%, x, 1%
> COCCCn1c(SCC(=O)NC2CCCC2)nnc1-c1ccccc1
 : -1, 3%, 2%, 1%, 1%, -7%, 3%, 0%, 3%, -5%
> Cc1ccccc1NC(=O)c1cc(S(=O)(=O)N2CCOCC2)ccc1F
 : -20, 1%, 5%, 2%, 4%, -2%, 1%[7.66 µM], -5%, -5%, x
> O=C1c2ccccc2-c2nc3ccccc3n21
 : 0, -4%, x, -14%, -1%&-1%, -11%, 20%&7%, 1%&-7%, -29%, -3%&-1%
> O=C(CSc1nnc2n(C3CCCC3)c(=O)c3ccccc3n12)N1CCCCCC1
 : -6, 12%, -5%, -8%, 0%, 0%, -33%[7.66 µM], -8%, 1%, x
> CC(C)(C)NC(=O)CC1C[C@H](C(=O)N2CCOCC2)[C@@]2(CCC3CCCC3)c3[nH]c4ccccc4c3CCN2C1=O (some centres not stated)
 : 0, x, x, 2%, -5%, x, 0%, -4%, x, 12%
> Cc1ccc(CN2CCN(Cc3c(C)nn(-c4ccc(F)cc4)c3C)CC2CCO)o1 (configuration not stated)
 : 2, -3%, 2%, 6%, 4%, 7%, -11%, -3%, -1%, 10%
> CCOC(=O)C1=C(C)N(CCO)C(=O)NC1c1ccccc1 (configuration not stated)
 : 24, 4%, 2%, 1%, 3%, 7%, -11%[7.66 µM], -9%, 11%, x
> O=C(COC(=O)C1CCN(c2ccc(C(F)(F)F)cn2)CC1)NCc1cccc(Cl)c1
 : -4, -7%, x, -1%, -10%, x, -1%, -3%, x, 1%
> CCOc1ccc(CCNC(=O)C2CCN(S(=O)(=O)N3CCC(C)CC3)CC2)cc1OCC
 : -1, -2%, 0%, -3%, 4%, -7%, 44%, -9%, 2%, 2%
> CN(C)C(=O)c1ccc(NC(=O)c2cc(-c3ccco3)nc3ccccc23)cc1
 : -3, -3%, x, 7%, 59%[activator], -2%, 23%, 2%, 13%, -7%
> COc1cccc(NC(=O)CN2CCSc3ccccc32)c1
 : -5, -2%, 11%, 3%, -1%, -5%, 0%, -6%, 3%, 2%
> O=C(Nc1ccc(F)cc1F)c1cc(-c2ccc3c(c2)OCO3)on1
 : 5, -2%, u, 0%, 3%, 3%, 9%, 9%, -3%, 4%
> CN1CCN(C(=O)C(C(=O)c2ccc(F)cc2)n2ccccc2=O)CC1 (configuration not stated)
 : 33, -1%, 28%, -1%, -1%, 4%, 8%, -3%, 10%, 7%
> Cc1nc(CC(=O)Nc2nc(C(C)(C)C)cs2)cs1
 : 28, 7%, -3%, 5%, 2%, -8%, -1%, -3%, 4%, 0%
> CSc1ccccc1NC(=O)CSc1nnnn1-c1ccccc1SC
 : -4, 13%, -9%, 5%, 2%, -5%, 13%, -2%, 2%, -1%
> COc1ccc(C2NC(=S)NC(O)(C(F)(F)F)C2C(=O)c2cccs2)cc1 (configuration not stated)
 : -1, -1%, -27%, 5%, 1%, -11%, -3%, -9%, 9%, -2%[46.1 µM]
> Cc1ccc(S(=O)(=O)N(C)C)cc1NC(=O)C(C)OC(=O)C1CCCC1 (configuration not stated)
 : -3, 0%, x, -1%, 3%, x, -6%, -2%, x, 1%
> CCN(C(=O)COC(=O)COc1ccccc1Cl)c1c(N)n(Cc2ccccc2)c(=O)[nH]c1=O
 : 0, 1%, x, -11%, 3%, x, -4%, -8%, x, -4%
> COc1ccccc1OCc1ccc(C(=O)OCC2CCCO2)o1 (configuration not stated)
 : 11, -2%, 11%, 3%, 0%, -3%, -11%, -5%, -8%, -2%
> O=C(CN1CCN(Cc2ccccc2)CC1)Nc1cccc(Br)c1
 : -14, 12%, 3%, 1%, 1%, -4%, -12%, -3%, -6%, -3%
> COc1ccc(-c2c3c(=O)n(C)c(=O)n(C)c3cn2Cc2cccnc2)cc1
 : 2, -2%, 1%, 5%, 3%, 8%, -8%, 0%, -2%, -3%
> COCCCOc1ccnc(CS(=O)c2nc3ccccc3[nH]2)c1C (configuration not stated)
 : 9, -10%, -4%&-19%, 10%, -2%, 4%, x, 1%, 0%&7%, 2%
> O=C(Cn1nnc(-c2ccccc2F)n1)NCc1ccco1
 : -3, -3%, 0%, -7%, 0%, -4%, 13%, 2%, -5%, -2%
> COc1cc(/C=N/NC(=O)COc2ccc(C)cc2)ccc1OC(=O)c1cccs1
 : 6, 5%, -2%, -1%, -19%, x, 34%, 1%, 35%[activator], 4%
> Cc1ccc2c(c1)N(CC(=O)N1CCCCCC1)C(=O)CO2
 : -8, -4%, 1%, 10%, -5%, -8%, 19%, x, -1%, x
> O=C(c1ccc(Cl)s1)N1CCc2ccccc21
 : -1, 0%, 24%, -1%, -4%, -8%, 2%[7.66 µM], -6%, 5%, 6%
> CCOC(=O)c1cccc(NC(=O)/C=C/c2ccc3c(c2)OCO3)c1
 : -13, 14%, 19%, -2%, -5%, x, -12%, -4%, 4%, -3%[46.1 µM]
> CCOC(=O)C1(CC2CC2)CCN(Cc2ccc3cccc(F)c3n2)CC1
 : -5, -7%, -14%, 1%, -1%, 1%, -20%, 0%, -3%, 4%
> O=C(CSc1nnc(CNC(=O)c2c(F)cccc2Cl)o1)Nc1ccccc1
 : -7, 0%, x, -2%, 4%, 2%, 3%, 2%, -3%, 5%
> CCC(C)c1ccccc1N1CC(C(=O)NCCC2=CCCCC2)CC1=O (configuration not stated)
 : -10, 5%, x, -2%, 0%, x, -29%, -2%, x, -1%
> CCOC(=O)C1(C)NC(c2cc(OC)c(OC)c(OC)c2)C2C(=O)N(CC)C(=O)C21 (configuration not stated)
 : -4, -1%, -15%, -6%, -2%, -6%, -8%, -1%, 0%, -3%
> CCN(C[C@H]1N[C@@](C)(C(=O)OC)[C@H]2C(=O)N(Cc3ccccc3)C(=O)[C@@H]12)S(=O)(=O)c1ccc(C(C)(C)C)cc1
 : -2, x, x, 13%, -2%, x, 0%, -2%, x, -7%

Exported as tab-separated lines: part of the list above
canonical_smiles	TSHR antag	Mito fusion act	Menin-MLL TR inh	A-T KAP1 phos	ASM inhibitor	MBNL1-CUG inh	Integrin act MD	TSG101-PTAP inh	MLL CXXC-DNA inh	TCR activator
COc1ccc(C2NC(=S)NC(O)(C(F)(F)F)C2C(=O)c2cccs2)cc1 (configuration not stated)	-1	-1%	-27%	5%	1%	-11%	-3%	-9%	9%	-2%[46.1 µM]
Cc1ccc(S(=O)(=O)N(C)C)cc1NC(=O)C(C)OC(=O)C1CCCC1 (configuration not stated)	-3	0%	x	-1%	3%	x	-6%	-2%	x	1%
CCN(C(=O)COC(=O)COc1ccccc1Cl)c1c(N)n(Cc2ccccc2)c(=O)[nH]c1=O	0	1%	x	-11%	3%	x	-4%	-8%	x	-4%
COc1ccccc1OCc1ccc(C(=O)OCC2CCCO2)o1 (configuration not stated)	11	-2%	11%	3%	0%	-3%	-11%	-5%	-8%	-2%
O=C(CN1CCN(Cc2ccccc2)CC1)Nc1cccc(Br)c1	-14	12%	3%	1%	1%	-4%	-12%	-3%	-6%	-3%
COc1ccc(-c2c3c(=O)n(C)c(=O)n(C)c3cn2Cc2cccnc2)cc1	2	-2%	1%	5%	3%	8%	-8%	0%	-2%	-3%
COCCCOc1ccnc(CS(=O)c2nc3ccccc3[nH]2)c1C (configuration not stated)	9	-10%	-4%&-19%	10%	-2%	4%	x	1%	0%&7%	2%
O=C(Cn1nnc(-c2ccccc2F)n1)NCc1ccco1	-3	-3%	0%	-7%	0%	-4%	13%	2%	-5%	-2%
